# Compound activity: PubChem BioAssay, several laboratories
# RGS4-Gao reg: human RGS4-Galphao interaction regulation. P09471. Multiplexed bead flow cytometry, RGS4-Galphao binding; actives lie on both sides. binding response (% of control), % at 10 µM. 220,000 tested, 0.33% active. AID 1415; in the data active means binding response below about 49% or above about 150%; inactive means in between;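 further: fluorescent Galphao activated with aluminum fluoride binding bead-coupled RGS4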
# Target sequence (P09471 whole entry, looked up): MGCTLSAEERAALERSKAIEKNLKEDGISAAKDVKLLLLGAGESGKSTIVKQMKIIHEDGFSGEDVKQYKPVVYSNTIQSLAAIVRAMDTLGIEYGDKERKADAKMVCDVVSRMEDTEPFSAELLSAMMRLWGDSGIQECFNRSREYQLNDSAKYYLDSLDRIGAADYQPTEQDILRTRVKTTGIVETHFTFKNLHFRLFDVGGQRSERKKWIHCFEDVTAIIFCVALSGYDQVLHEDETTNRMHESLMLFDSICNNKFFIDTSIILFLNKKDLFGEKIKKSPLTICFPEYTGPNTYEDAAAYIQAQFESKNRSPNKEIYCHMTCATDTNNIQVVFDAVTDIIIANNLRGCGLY
# ABCG2 block: inhibitors of human ABCG2 transporter, ABCB1 counter-screen; inhibition, % at 6.6 µM; 190,000 tested, 0.1% active; AID 1325; IgMXP3 cells, JC-1 efflux, flow cytometry; Q9UNQ0;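 active means inhibition above 80%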;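 further: 0% = DMSO and 100% = nicardipine control wells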
#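 Test system: IgMXP3 cells (ABCG2) mixed with DDAO far-red-labelled CCRF-Adr cells (ABCB1). Reagent: JC-1 transporter substrate. Compound dosing: single test compound dose, 6.6 µM final. Times: 10 min compound exposure, 25 °C. Detection: flow cytometry of retained JC-1 fluorescence. Read-out basis: efflux inhibition in percent versus controls. Controls: nicardipine and DMSO wells.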
# RGS8-Gao reg: human RGS8-Galphao interaction regulation | multiplexed bead flow cytometry, RGS8-Galphao binding; actives lie on both sides | response (percent of control binding), % at 10 µM | 220,000 tested, 0.34% active | AID 1423; in the data active means response below about 60% or above about 140%; inactive means in between;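 further: Galphao activated as the GDP aluminium fluoride complex binding bead-coupled RGS8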
# ABCB1 block: human ABCB1 inhibition, ABCG2 as counter-screen; CCRF-Adr cells, JC-1 efflux, flow cytometry; P08183; 190,000 tested, 0.067% active; AID 1326; inhibition, % at 6.6 µM; in the data active means inhibition above about 40%;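 further: 0% = vehicle and 100% = reference inhibitor; higher value means more JC-1 retained so stronger ABCB1 efflux block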
# GSH fluor: compound fluoresces at 488/530 nm on GSH beads | AID 1776 | 190,000 tested, 0.25% active | fluorescence (KMESF) at 10 µM | GSH beads flow cytometry, compound fluorescence 488/530 nm; hits give high values; in the data active means fluorescence above about 89;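 further: glutathione beads carrying GST-tagged Bcl family fusion proteins plus one bare bead set; values are compound well signal with DMSO vehicle wells as background; inactives centre near 16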
# Bim-Mcl-1: inhibitors of Bim-Mcl-1 interaction, human; Bead-based flow cytometry, Bim peptide-Mcl-1 binding; inhibition, % at 10 µM; 190,000 tested, 0.1% active; in the data active means inhibition above about 40%;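 further: 0% = no compound tracer wells and 100% = peptide blocker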
# Target sequence (Q07820 whole entry, looked up): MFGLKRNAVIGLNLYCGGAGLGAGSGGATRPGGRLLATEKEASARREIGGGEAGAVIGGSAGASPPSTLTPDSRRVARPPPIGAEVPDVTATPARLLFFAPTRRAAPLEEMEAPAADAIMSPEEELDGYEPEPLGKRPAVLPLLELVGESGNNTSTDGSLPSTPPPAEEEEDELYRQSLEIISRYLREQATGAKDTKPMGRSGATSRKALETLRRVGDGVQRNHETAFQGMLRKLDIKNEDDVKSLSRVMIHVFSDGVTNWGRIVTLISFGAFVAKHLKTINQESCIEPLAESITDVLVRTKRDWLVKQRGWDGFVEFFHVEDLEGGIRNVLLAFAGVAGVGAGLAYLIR
# Pf gamet viab: kills late stage P. falciparum gametocytes | P. falciparum stage V gametocytes, ATP luminescence, 24 h | inhibition, % at 10.9 µM | 150,000 tested, 0.065% active;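 active means inhibition above the mean plus 3 SD of compounds within the control limits, set per campaign, cut at about 38% in these data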;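 further: 0% = DMSO wells and 100% = medium only without gametocytes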
# Mcl1 Noxa PPI: Mcl-1/Noxa interaction inhibition; Q07820; TR-FRET Mcl-1/Noxa peptide binding, 2 h; inhibition, % at 21.7 µM; 220,000 tested, 1.5% active; AID 1022;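 active means compounds that cut the protein-peptide binding signal by more than 50% relative to plate controls in a single-dose test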;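 further: His-tagged Mcl-1 with rhodamine Noxa BH3 peptide and terbium anti-His antibody; 0% = Mcl-1 plus Noxa peptide wells and 100% = peptide-only wells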
# Avidin bead fluor: avidin bead compound fluorescence profile. Avidin beads, compound fluorescence 488/530 nm, flow cytometry; hits give high values. fluorescence (KMESF) at 10 µM. 220,000 tested, 0.38% active; in the data active means fluorescence above about 47; further: inactives centre near 10
# RGS7-Gao reg: modulates binding of RGS7 to human Galphao; P09471; Multiplexed bead flow cytometry; actives lie on both sides; binding response (% of control), % at 10 µM; 220,000 tested, 0.35% active; AID 1439; in the data active means binding response below about 49% or above about 150%; inconclusive means no clear call, values can overlap the other calls; inactive means in between;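 further: fluorescent Galphao held in activated GDP-AlF4 state binding bead-coupled RGS7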
# Mcl1 Bid PPI: disrupts binding of human Mcl-1 to Bid peptide; Q07820; TR-FRET Mcl-1/Bid-Dy647 peptide binding, 1536-well; inhibition, % at 21.7 µM; 220,000 tested, 0.97% active;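 active means compounds that cut the binding signal by more than half at the single screening dose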;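 further: His-tagged Mcl-1 with europium anti-His antibody binding Bid BH3 peptide; 0% = Mcl-1 plus peptide wells and 100% = peptide-only wells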
# The depositor's hits bear a star; ? = inconclusive; nt = not tested or not shown.
no.	canonical_smiles	RGS7-Gao reg	Pf gamet viab	GSH fluor	Mcl1 Bid PPI	Bim-Mcl-1	Avidin bead fluor	Mcl1 Noxa PPI	ABCG2 block	RGS4-Gao reg	RGS8-Gao reg	ABCB1 block
1	COc1ccccc1N1CCN(C(c2ccc(C)cc2)c2nnnn2C(C)C)CC1 (stereo not given)	95	2	22	-45	-3	15	0	2	95	100	1.3
2	COc1ccccc1OCC(=O)Nc1ccc2c(c1)n(C)c(=O)n2C	102	-2	23	-6	0	10	7	17	92	100	0.7
3	CC(SC(=S)N1CCCC1)C(=O)O (stereo not given)	125	-21	14	-13	-5	13	5	10	116	116	1.0
4	COc1ccc(S(N)(=O)=O)cc1C(=O)NCC1(N2CCCCC2)CCCCC1	106	nt	19	-8	-3	42	12	2	110	101	0.8
5	Cc1ccc(CSc2nc3ccncc3[nH]2)cc1	93	nt	22	-3	0	8	9	-1	94	98	-2.3
6	O=C(CSCc1ccccc1)NC1CCSC1=O (stereo not given)	97	nt	32	0	-5	11	nt	5	100	101	0.1
7	O=C1c2ccccc2C(=O)N1Cc1nc2ccccc2o1	99	-27	28	-6	-4	12	10	2	96	99	0.6
8	O=C(NC1CCCCC1)c1cc(Cl)ccc1[N+](=O)[O-]	96	13	16	-6	-5	12	3	7	102	104	0.4
9	CCOC(=O)c1c(-c2ccc(C)cc2)csc1NC(=O)C1CCCO1 (stereo not given)	98	11	7	-7	-3	3	7	8	101	101	0.7
10	CCN1CCN(C(c2ccccc2)c2sc3nc(C)nn3c2O)CC1 (stereo not given)	?	nt	nt	-38	nt	9	6	nt	98	100	nt
11	Nn1c(=S)[nH]nc(Cc2ccc(O)cc2)c1=O	100	-2	6	-91	0	7	2	0	103	101	0.0
12	O=C(COC(=O)c1ccccc1SCC(=O)NC1CCS(=O)(=O)C1)NC1CCS(=O)(=O)C1 (stereo not given)	103	-17	10	-11	1	5	10	-1	103	104	-0.6
13	COC(=O)CCCCCCCCC(O)CN(C)C (stereo not given)	?	3	nt	-3	nt	8	-8	nt	103	101	nt
14	CCOc1ccc(NS(=O)(=O)c2ccc(OCC(=O)NCCCOC)cc2)cc1	102	nt	58	-7	-3	8	-6	2	102	99	0.6
15	COc1cc(OC)cc(C(=O)Nc2nc(-c3ccccc3)c(-c3ccccc3)o2)c1	102	nt	10	-4	-3	15	-41	5	100	99	1.2
16	COc1ccc(CN(C(=O)c2cccs2)c2ccccc2C(=O)O)cc1	?	-10	nt	-25	nt	6	24	nt	96	96	nt
17	CCCCNC(=O)/C(=C/c1ccccc1)NC(C)=O	105	-29	9	-4	-3	14	23	1	103	102	0.1
18	O=C(CSc1nc2ccccc2n1CC(=O)N1CCCC1)NCc1ccc2c(c1)OCO2	101	nt	19	-42	-2	8	0	8	97	99	1.7
19	CCN(C(=O)CSc1nnc2ccccn12)c1c(N)n(Cc2ccccc2)c(=O)[nH]c1=O	97	-15	19	-25	-9	7	24	0	101	100	0.0
20	Cc1nnc(N2CCOCC2)c2ccccc12	95	nt	17	-24	0	18	9	1	99	100	0.3
21	NC(=O)c1ccc(N2CCCCCC2)c([N+](=O)[O-])c1	105	-16	26	-2	-3	9	3	8	98	98	0.6
22	COCCn1nnnc1C(c1cc2ccc(C)cc2[nH]c1=O)N(Cc1ccco1)Cc1cccs1 (stereo not given)	112	nt	9	-16	0	9	6	10	105	109	3.3
23	CCOc1ccc(Cn2nnc(C(=O)NCCc3ccccc3)c2N)cc1	107	nt	15	-11	0	6	9	1	103	102	0.5
24	CC(C)OCCCNC(=O)Cn1ncc2c(=O)oc3ccccc3c21	101	nt	28	1	-5	13	-12	6	98	97	0.6
25	C=CCN1C(=O)/C(=C2/Sc3ccc(OC)cc3N2C)SC1=Nc1ccccc1	102	nt	14	-31	-4	13	-1	2	104	106	-0.2
26	CCn1c(=O)cc(SCC(=O)N2CCN(Cc3ccc4c(c3)OCO4)CC2)c2ccccc21	98	2	24	-23	-2	12	5	0	100	102	0.7
27	CCN1CCN(Cc2ccc(NC(=O)CC3Oc4ccc(C)cc4NC3=O)cc2)CC1 (stereo not given)	99	nt	29	-20	0	10	6	4	102	100	0.4
28	CCOC(=O)c1ccc(NC(=O)CC2SC3=NCCN3C2=O)cc1 (stereo not given)	?	-2	nt	-2	nt	7	4	nt	108	105	nt
29	O=C(O)c1cc(/C=C/C(=O)c2cc(F)ccc2O)c2c(c1)COCO2	?	4	nt	-59	nt	7	40	nt	100	104	nt
30	CCC(=O)OCCNc1cc(SCCC(=O)OC)c2nonc2c1[N+](=O)[O-]	104	-29	9	-4	-1	10	15	40	99	95	3.2
31	Cc1nnc(N/N=C/c2ccc(-c3ccccc3F)o2)n1N	102	-4	10	-1	0	12	23	5	115	102	0.8
32	O=C(NC(=S)NCc1cccnc1)c1ccc([N+](=O)[O-])cc1	103	12	14	71*	-2	10	3	6	102	102	0.6
33	COc1ccc(C)cc1NC(=O)CN1CCN(c2ccc(F)cc2)CC1	100	nt	27	-29	-5	12	9	37	101	101	1.6
34	CCN(CC)CCCn1c(C)cc2c(c1=O)C(c1cccc(Cl)c1)C(C#N)=C(N)O2 (stereo not given)	99	nt	11	-15	-2	20	21	2	100	100	0.4
35	CC(=O)N1CCN(C(=S)Nc2ccc(Oc3ccccc3)cc2)CC1	97	2	12	-34	0	22	-13	1	97	100	-0.1
36	COc1cc(/C=C/C(=O)OCC(=O)Nc2cc(S(=O)(=O)N(C)C)ccc2Cl)ccc1O	?	-17	nt	-39	nt	7	11	nt	106	106	nt
37	COc1ccc(NC(=S)NC23CN4CN(CN(C4)C2)C3)c(OC)c1	111	-14	9	-29	-4	12	16	14	108	133	-0.1
38	O=C(c1ccco1)N1CCN(c2ncnc3c2cnn3-c2ccccc2)CC1	102	nt	16	-4	6	38	-76	8	101	100	1.9
39	CCC(CC)NC(=O)COC(=O)c1cc(Br)ccc1Cl	101	11	10	97*	3	7	0	13	99	97	0.4
40	COC(=O)CC1C(=O)NCCN1C(=S)Nc1ccccc1 (stereo not given)	102	-17	6	-42	-6	3	16	-1	102	101	-0.2
41	CCOc1ccc(CN(C)CC(=O)Nc2ccc([N+](=O)[O-])cc2Cl)cc1	102	nt	20	-10	-9	8	3	9	104	102	1.2
42	Cc1cccc(OCCN2C(=O)C(=O)c3cccc(C)c32)c1	95	-1	13	-3	-1	12	22	6	94	96	0.6
43	Cc1c(C)n(CCc2c[nH]c3ccccc23)ccc1=O	98	11	18	-50	-1	11	8	1	97	100	0.7
44	O=c1oc2cc(O)ccc2c2oc3cc(O)ccc3c12	100	nt	17	37	2	10	55*	0	98	98	-0.3
45	CCOC(=O)C(C)Oc1ccc(=O)n(-c2ccccc2)n1 (stereo not given)	101	-16	50	-3	-3	36	-1	5	99	102	1.1
46	CCOC(=O)c1[nH]c(COC(=O)c2ccccc2NC(=O)c2ccco2)c(C(=O)OCC)c1C	101	nt	15	10	0	36	13	2	100	99	0.8
47	O=C(Nc1ccc(N2CCOCC2)cc1)c1cc(F)c(F)cc1Cl	104	7	12	-76	1	5	12	1	102	102	0.6
48	CSCCC(C(=O)N1CC2(C)CC1CC(C)(C)C2)N1C(=O)c2ccccc2C1=O (stereo not given)	100	nt	10	-9	-2	18	-12	-2	101	102	-0.1
49	Cc1cccc(OCCCCNCc2ccccc2)c1	115	14	22	12	-4	9	13	1	112	110	1.4
50	O=c1oc2ccccc2c(Nc2ccc(Cl)cc2)c1[N+](=O)[O-]	?	6	nt	-10	nt	8	5	nt	97	99	nt
51	COc1ccc(C(=O)NNC2=NC(C)(C)Cc3cc(C)c(C)cc32)cc1	100	nt	27	6	-2	13	16	4	100	103	1.1
52	C/C(=C\c1ccco1)C1Nc2cccc3cccc(c23)N1	82	nt	11	16	14	5	75*	0	99	84	-0.3
53	CCOC(=O)c1[nH]c2ccccc2c1NC(=O)CC	100	nt	12	-21	1	7	-7	1	103	103	0.3
54	Cc1onc(-c2ccccc2Cl)c1C(=O)Nc1ccccc1C(N)=O	100	nt	26	-39	-3	6	4	2	96	98	0.6
55	CN(C)S(=O)(=O)c1cccc(NC(=O)CSc2ncnc3ccccc23)c1	?	18	nt	-46	nt	5	21	nt	93	101	nt
56	CCOc1cc(NC(=O)CCl)c(OCC)cc1NC(=O)CCl	?	-3	nt	-56	nt	14	19	nt	94	95	nt

# Shown field by field: entries from further up
50	O=c1oc2ccccc2c(Nc2ccc(Cl)cc2)c1[N+](=O)[O-]
- RGS7-Gao reg: ?
- Pf gamet viab: 6
- GSH fluor: nt
- Mcl1 Bid PPI: -10
- Bim-Mcl-1: nt
- Avidin bead fluor: 8
- Mcl1 Noxa PPI: 5
- ABCG2 block: nt
- RGS4-Gao reg: 97
- RGS8-Gao reg: 99
- ABCB1 block: nt

51	COc1ccc(C(=O)NNC2=NC(C)(C)Cc3cc(C)c(C)cc32)cc1
- RGS7-Gao reg: 100
- Pf gamet viab: nt
- GSH fluor: 27
- Mcl1 Bid PPI: 6
- Bim-Mcl-1: -2
- Avidin bead fluor: 13
- Mcl1 Noxa PPI: 16
- ABCG2 block: 4
- RGS4-Gao reg: 100
- RGS8-Gao reg: 103
- ABCB1 block: 1.1

52	C/C(=C\c1ccco1)C1Nc2cccc3cccc(c23)N1
- RGS7-Gao reg: 82
- Pf gamet viab: nt
- GSH fluor: 11
- Mcl1 Bid PPI: 16
- Bim-Mcl-1: 14
- Avidin bead fluor: 5
- Mcl1 Noxa PPI: 75*
- ABCG2 block: 0
- RGS4-Gao reg: 99
- RGS8-Gao reg: 84
- ABCB1 block: -0.3

# Values in list order from the list:
# Entries 15–21 in ABCG2 block: 5, nt, 1, 8, 0, 1, 8
# Entries 15–21 in Mcl1 Bid PPI: -4, -25, -4, -42, -25, -24, -2

# By substructure: the entries above with a thiophene ring, fused or not
no.	canonical_smiles	RGS7-Gao reg	Pf gamet viab	GSH fluor	Mcl1 Bid PPI	Bim-Mcl-1	Avidin bead fluor	Mcl1 Noxa PPI	ABCG2 block	RGS4-Gao reg	RGS8-Gao reg	ABCB1 block
9	CCOC(=O)c1c(-c2ccc(C)cc2)csc1NC(=O)C1CCCO1 (stereo not given)	98	11	7	-7	-3	3	7	8	101	101	0.7
16	COc1ccc(CN(C(=O)c2cccs2)c2ccccc2C(=O)O)cc1	?	-10	nt	-25	nt	6	24	nt	96	96	nt
22	COCCn1nnnc1C(c1cc2ccc(C)cc2[nH]c1=O)N(Cc1ccco1)Cc1cccs1 (stereo not given)	112	nt	9	-16	0	9	6	10	105	109	3.3
